Source: PubChem (National Center for Advancing Translational Sciences (NCATS))
Eya2 inh: inhibitors of human Eya2 phosphatase activity | recombinant Eya2, OMFP fluorescence dephosphorylation (OMFP is methylfluorescein phosphate) | Potency, µM (doses to about 76.9 µM), inactives show top-dose activity, negative = inhibition, usual class: inhibitors | 330,000 tested, 0.006% active | O00167 | AID 488837; further: potency means the concentration at half of the fitted maximal effect; on the % scale 0 is the no-effect control and ±100 the full control effect
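Eya2 (0.2 uM) preincubated 10 min at ambient with compound, then OMFP substrate added at 50 uM; 10 min reaction in 50 mM HEPES pH 7.5, 50 mM NaCl, 5 uM MgCl2, 0.05% BSA, 1 mM DTT. Fluorescence read at Ex 485/Em 525 nm.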
TCR activator: activators of T cell receptors | primary human leukocytes, anti-CD3, IL-2 HTRF, 48 h | Potency, µM (titrated, usually from 9.22 µM), for inactives: top-dose activation of IL-2 secretion, most hits filed as activators | 330,000 tested, under 10 active | AID 504894; further: % of control where 0% means no effect
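Primary human leukocytes receive a-CD3 beads and test compound and are incubated 48 hr. Secreted IL-2 is then assayed by HTRF, measuring 665nm acceptor emission after 320nm excitation of the europium donor.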
KCNH2 WT inh: inhibitors of human wildtype KCNH2 potassium channel; AID 720551; activity change, % at 1.84 µM; 340,000 tested, 0.37% active; U2OS, BacMam KCNH2, thallium flux FluxOr; hits give low values; Q12809;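 active means maximum activity change below -70%; inconclusive means maximum activity change between -70% and -50%; inactive means maximum activity change above -50%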; further: on the % scale 0 is the no-effect control and ±100 the full control effect
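U2OS cells were transduced with wild-type KCNH2 virus (2.03 x 10^8 / mL) for 4 h at room temperature, then cultured overnight at 37 C. Thallium flux was read with FluxOr dye. Rate constants were normalized to DMSO controls.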
KCNH2 3.1 block: blocks the human KCNH2 3.1 channel isoform; activity change, % (tested at about 1.8 µM); 340,000 tested, 0.95% active; U2OS KCNH2 3.1, thallium flux FluxOr; hits give low values;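 active means maximum activity change below -70%; inconclusive means maximum activity change from -70% to -50%; inactive means maximum activity change above -50%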;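 further: thallium influx rate constant from kinetic fluorescence after stimulation buffer; on the % scale 0 is the no-effect control and ±100 the full control effect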
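U2OS cells transduced with KCNH2 3.1 mutant virus (1.77 x 10^8 /mL, 4 h), plated overnight at 37 C, loaded 45 min with FluxOr dye plus Red40 quencher. Thallium flux rate constant from kinetic reads after stimulation buffer, normalised to controls.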
TRPV1 agonist: activates the human vanilloid receptor TRPV1; Q8NER1; TRPV1-expressing cells, Fluo-8 calcium influx, agonist mode; activation, % at 8.33 µM; 320,000 tested, 0.19% active; AID 540275; in the data active means activation above about 80%; inconclusive means between about 30% and that limit; further: 0% is about no effect
Target sequence (Q8NER1 whole entry, looked up): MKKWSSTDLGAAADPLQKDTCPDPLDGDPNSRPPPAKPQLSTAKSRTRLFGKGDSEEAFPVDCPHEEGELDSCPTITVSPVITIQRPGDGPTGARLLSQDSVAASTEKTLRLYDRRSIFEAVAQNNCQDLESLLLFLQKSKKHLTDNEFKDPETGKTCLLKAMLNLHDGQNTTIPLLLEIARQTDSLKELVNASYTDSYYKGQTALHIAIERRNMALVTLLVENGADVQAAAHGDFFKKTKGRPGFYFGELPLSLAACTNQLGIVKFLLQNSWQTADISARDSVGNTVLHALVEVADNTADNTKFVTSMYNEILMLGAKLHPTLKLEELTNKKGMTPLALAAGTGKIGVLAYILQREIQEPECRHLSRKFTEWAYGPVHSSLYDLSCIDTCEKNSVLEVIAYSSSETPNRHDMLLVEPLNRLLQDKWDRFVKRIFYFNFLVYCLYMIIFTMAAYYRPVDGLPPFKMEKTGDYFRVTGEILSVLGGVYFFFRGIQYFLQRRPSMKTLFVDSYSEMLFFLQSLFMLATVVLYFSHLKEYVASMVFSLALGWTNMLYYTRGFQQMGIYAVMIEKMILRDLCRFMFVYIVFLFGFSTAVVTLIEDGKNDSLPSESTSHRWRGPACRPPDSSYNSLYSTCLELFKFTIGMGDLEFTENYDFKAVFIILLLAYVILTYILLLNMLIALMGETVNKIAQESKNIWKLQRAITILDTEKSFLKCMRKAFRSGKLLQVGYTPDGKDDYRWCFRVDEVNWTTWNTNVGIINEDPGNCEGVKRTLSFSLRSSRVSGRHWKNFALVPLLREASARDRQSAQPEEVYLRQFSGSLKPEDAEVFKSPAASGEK
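Fluo-8 calcium influx in TRPV1-expressing cells, kinetic read (ex 480/em 520 nm). Compound added and read 3 min for agonist activity, followed by capsaicin at EC20 final and 2 min further read for enhancement.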
Mito fusion act: mitochondrial division inhibition or fusion activation; S. cerevisiae fusion-defective mutant growth rescue, CellTiterGlo 48 h; Potency, µM (top dose mostly 46.1 µM), inactives show at the highest dose growth rescue (activation), most hits filed as activators; 320,000 tested, 0.23% active;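 further: potency means the concentration at half of the fitted maximal effect; % of control where 0% means no effect; nearly all actives have a fitted effect of over 45% in size; temperature-sensitive fusion mutants such as fzo1-1 at 37 °C on non-fermentable ethanol glycerol medium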
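S. cerevisiae fusion-defective temperature-sensitive mutants (e.g. fzo1-1, mgm1-5) grown 48 h at 37C in YPEG (ethanol/glycerol non-fermentable) medium with 23 nl compound per well; growth rescue read as CellTiterGlo luminescence.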
TSHR antagonist: blocks TSH signaling through the human TSH receptor; TSHR-expressing cells, TSH-stimulated cAMP HTRF, 2 h; hits give low values; AID 504810; P16473; 330,000 tested, 0.2% active; activity change, negative = inhibition, % at 11.5 µM;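 active means activity change below a set negative limit, meaning inhibition stronger than a set level, cut at about -70% in these data; inconclusive means activity change between two set negative limits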; further: on the % scale 0 is the no-effect control and ±100 the full control effect
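TSHR-expressing cells, 200/well, pre-treated with compound, then stimulated with EC80 TSH (4nM final) for 2 hours at 37 deg C. cAMP measured by competitive HTRF: anti-cAMP cryptate antibody in lysis buffer plus cAMP-d2, read after 30 minutes at room temperature.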
USP2a block: inhibitors of human ubiquitin-specific protease USP2a; O75604; USP2 core, Ub-CHOP2 coupled fluorogenic reporter, 485/531; Potency, µM (highest dose often 38.3 µM), inactives show top-dose activity change, negative = inhibition, most hits filed as inhibitors; 330,000 tested, 0.01% active;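 further: potency means the concentration at half of the fitted maximal effect; plate controls were DMSO wells for no effect and full inhibition by NEM control for full effect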
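Deubiquitinase activity read as fluorescence (485/531 nm) after Ub-CHOP2 cleavage activates the enterokinase reporter on its substrate; USP2 core 10nM, Ub-CHOP2 and substrate 25nM each, 30min compound preincubation then 60min RT; data normalized to NEM, curves fitted.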
ELG1 repair inh: inhibitors of ELG1-dependent DNA repair in HEK293T cells; HEK293T ELG1-luciferase reporter, luminescence, 16 h; DNA damage induced by 5-fluorouridine; Potency, µM (series often up to 46.1 µM), inactives show at the top dose activity change, negative = inhibition, actives largely listed as inhibitors; 330,000 tested, 2.3% active; further: potency means the concentration at half of the fitted maximal effect; on the % scale 0 is the no-effect control and ±100 the full control effect; nearly all actives have a fitted effect of over 55% in size
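Reporter activity after DNA damage by 5-fluorouridine is monitored. Compound-treated cells incubate 16 hr at 37 °C, then ONE-Glo is added for 30 min before luminescence reading.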
AT treatment: candidate therapy for ataxia-telangiectasia. Potency, µM (series often up to 57.5 µM), for the others: at the highest dose activation, usual class: activators. […] A-T fibroblasts, KAP-1 phosphorylation AlphaLISA; neocarzinostatin DNA damage 30 min before lysis. AID 485349. 320,000 tested, 0.19% active; further: potency means the concentration at half of the fitted maximal effect; % of control where 0% means no effect; nearly all actives have a fitted effect of over 45% in size
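ATM-like activity read as KAP-1 phosphorylation via AlphaLISA donor/acceptor antibody pairs after lysis and 6 hr at 25C. Cells were ATM-null patient fibroblasts ([…], hTERT), dosed 60 min, then exposed to the DSB inducer NCS for 30 min.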
Active calls of the source: *; [ ] = remark or other dose. Unless noted, the call rests on the fitted dose curve; in most records, active means well fitted curve in the direction sought with a large enough effect; inconclusive means small, poorly fitted or top-dose-only effect, or another doubt; inactive means no such curve, though single readings can be large; an effect the other way counts as inactive or inconclusive. Only part of the results is shown; rates above refer to the full screens.

Screening CCn1c(N2CCN(S(=O)(=O)c3ccc(OC)cc3)CC2)nc2ccccc21 returned Eya2 inh 1.7%, TCR activator -4.5%, KCNH2 WT inh 7.0, KCNH2 3.1 block -0.9, TRPV1 agonist 6.4, Mito fusion act 12.2%, TSHR antagonist -20.5, USP2a block -2.5%, ELG1 repair inh inconclusive and AT treatment -2.9%.
For CCC(C)NS(=O)(=O)c1ccc(OCC(=O)NCc2ccc(OC)cc2)cc1 (centres undefined) the results were Eya2 inh -4.2%, TCR activator -4.6%, KCNH2 WT inh -8.3, KCNH2 3.1 block 22.3, TRPV1 agonist 0.0, Mito fusion act 2.1%, TSHR antagonist -5.4, USP2a block 0.5%, ELG1 repair inh -6.9% and AT treatment 1.5%.
`COc1ccc(NS(=O)(=O)c2cccc(C(=O)NNC(=O)CNC(=O)c3ccccc3F)c2)cc1` gave Eya2 inh -12.9%, TCR activator 1.7%, KCNH2 WT inh -5.8, KCNH2 3.1 block 4.4, TRPV1 agonist -1.1, Mito fusion act -8.3%, TSHR antagonist -8.3, USP2a block 0.4%, ELG1 repair inh -3.5% and AT treatment 2.5%.
For O=C(Cc1ccc(F)cc1)OCC(=O)c1cc2ccccc2o1 the results were Eya2 inh 12.9%, TCR activator -3.3%, KCNH2 WT inh 4.5, KCNH2 3.1 block -0.5, TRPV1 agonist 23.3, Mito fusion act -1.2%, TSHR antagonist -13.1, USP2a block 1.9%, ELG1 repair inh 4.1% and AT treatment 0.1%.
Screening O=C(Cc1ccccc1[N+](=O)[O-])NCCc1ccc(F)cc1 returned Eya2 inh 0.5%, TCR activator -1.1%, KCNH2 WT inh -10.0, KCNH2 3.1 block 11.6, TRPV1 agonist 15.4, Mito fusion act -28.3%, TSHR antagonist -8.2, USP2a block 0.1%, ELG1 repair inh 9.5% and AT treatment -2.2%.
COCC(C)n1c(SCC(=O)NC2CCCCC2C)nc2ccccc2c1=O (centres undefined) was read as Eya2 inh -15.7%, TCR activator 2.8%[46.1 µM], KCNH2 WT inh -4.1, KCNH2 3.1 block 5.2, TSHR antagonist 2.8, USP2a block -2.2%, ELG1 repair inh -8.4% and AT treatment 24.4%.
CCOC(=O)C1CCN(C(=O)C2CCC(=O)N(Cc3cccc(C(F)(F)F)c3)C2)CC1 (centres undefined) was read as Eya2 inh 0.3%, TCR activator -2.5%, KCNH2 WT inh 1.8, KCNH2 3.1 block 3.2, TRPV1 agonist -3.9, Mito fusion act -0.2%, TSHR antagonist 19.6, USP2a block 3.1%, ELG1 repair inh 1.9% and AT treatment -2.0%.
COc1ccc(/C(N)=N/OC(=O)c2cccc([N+](=O)[O-])c2C)cc1 was read as Eya2 inh 1.1%, TCR activator -10.4%, KCNH2 WT inh 3.4, KCNH2 3.1 block -16.5, TRPV1 agonist 2.3, Mito fusion act 0.2%, TSHR antagonist -1.6, USP2a block 0.1%, ELG1 repair inh inconclusive and AT treatment 2.8%.
CC(=O)N1c2ccc(S(=O)(=O)NC(CC(=O)O)c3ccc(Br)cc3)cc2CC1C (centres undefined) was read as Eya2 inh 1.6%, TCR activator -4.7%, KCNH2 WT inh 5.0, KCNH2 3.1 block 11.5, TRPV1 agonist 2.8, Mito fusion act -1.7%, TSHR antagonist -11.2, USP2a block -0.6%, ELG1 repair inh -1.7% and AT treatment 9.7%.
CC(=O)Nc1ccc2c(c1)nc1n2CCN(C2CCCCC2)C1 was read as Eya2 inh 6.1%, TCR activator -7.3%, KCNH2 WT inh -8.0, KCNH2 3.1 block -3.0, TRPV1 agonist -0.4, Mito fusion act 2.7%, TSHR antagonist 0.7, USP2a block -0.5%, ELG1 repair inh inconclusive and AT treatment -0.1%.
For O=C(N=C1SC2CS(=O)(=O)CC2N1c1ccccc1C(F)(F)F)C1CCCO1 (centres undefined) the results were Eya2 inh -9.6%, TCR activator 2.3%, KCNH2 WT inh -0.9, KCNH2 3.1 block 10.7, TRPV1 agonist 4.0, Mito fusion act 2.3%, TSHR antagonist -2.0, USP2a block -2.1%, ELG1 repair inh 7.5% and AT treatment 23.1%.
For Cc1ccc(O)c(C2=Nc3ccccc3N=C(c3ccc([N+](=O)[O-])cc3)C2)c1 the results were Eya2 inh -3.2%, TCR activator -4.4%[46.1 µM], KCNH2 WT inh -0.8, KCNH2 3.1 block 7.5, TRPV1 agonist 3.3, Mito fusion act 7.7%, TSHR antagonist -3.6, USP2a block -0.5%, ELG1 repair inh inconclusive and AT treatment -3.3%.
Cc1ccc(CNC(=O)C(=O)NCC2CCCO2)cc1 (centres undefined) was read as Eya2 inh -16.6%, TCR activator -8.0%[46.1 µM], KCNH2 WT inh 1.2, KCNH2 3.1 block 9.0, TRPV1 agonist -4.3, Mito fusion act 0.8%, TSHR antagonist -8.0, USP2a block 3.8%, ELG1 repair inh 8.4% and AT treatment 11.8%.
`Cn1c(-c2ccc3c(c2)OCO3)cc(=O)c2ccccc21` gave Eya2 inh -4.4%, TCR activator -3.0%, KCNH2 WT inh 2.7, KCNH2 3.1 block 5.6, TRPV1 agonist 8.6, Mito fusion act 8.8%, TSHR antagonist 4.7, USP2a block 1.0%, ELG1 repair inh -31.4% and AT treatment -2.8%.
Screening COc1ccc(C(=O)Nc2cc(C)ccc2NC(=O)COc2ccccc2)cc1 returned Eya2 inh -43.3%, TCR activator -2.4%, KCNH2 WT inh -3.6, KCNH2 3.1 block -15.0, TRPV1 agonist inconclusive, Mito fusion act -3.8%, TSHR antagonist -8.3, USP2a block -2.5%, ELG1 repair inh inconclusive and AT treatment 1.6%.
For O=C(CSc1ccc2nnc(-c3ccncc3)n2n1)Nc1ccc2c(c1)OCCO2 the results were Eya2 inh -4.9%, TCR activator -6.5%, KCNH2 WT inh -14.3, KCNH2 3.1 block -5.8, TRPV1 agonist 0.0, Mito fusion act -0.7%, TSHR antagonist -2.7, USP2a block 2.6%, ELG1 repair inh 1.2% and AT treatment 12.6%.
CCn1c(C)nc2cc(C(=O)NNC(=O)[C@@H](NC(=O)c3cc(OC)cc(OC)c3)C(C)C)ccc21 was read as Eya2 inh -8.3%, TCR activator 5.1%, KCNH2 WT inh -1.4, KCNH2 3.1 block 0.0, TSHR antagonist -5.7, USP2a block 3.1%, ELG1 repair inh -1.3% and AT treatment 4.2%.
`COc1cc2c(cc1OC)-c1cc(OCc3cccnc3)nc(=O)n1CC2` gave Eya2 inh -2.5%, TCR activator -3.9%, KCNH2 WT inh 10.0, KCNH2 3.1 block -7.9, TRPV1 agonist 1.5, Mito fusion act -1.7%, TSHR antagonist 3.3, USP2a block 0.9%, ELG1 repair inh inconclusive and AT treatment 0.9%.
Cc1cccc(C)c1NC(=O)CCCSc1nnc(-c2ccco2)n1-c1ccccc1 was read as Eya2 inh -1.2%, TCR activator 1.9%, KCNH2 WT inh -1.2, KCNH2 3.1 block -0.8, TRPV1 agonist -2.3, Mito fusion act -5.3%, TSHR antagonist 10.5, USP2a block 1.4%, ELG1 repair inh inconclusive and AT treatment 0.4%.
Screening Cc1cccc(-n2ncc3c(NCc4ccccn4)ncnc32)c1 returned Eya2 inh 1.2%, TCR activator 4.7%, KCNH2 WT inh -10.2, KCNH2 3.1 block 2.3, TRPV1 agonist 29.8, Mito fusion act -1.4%, TSHR antagonist -2.4, USP2a block -0.4%, ELG1 repair inh inconclusive and AT treatment -0.9%.
Screening O=C(COC(=O)c1cc(-c2ccc(F)cc2)nc2ccccc12)NCC1CCCO1 (centres undefined) returned Eya2 inh -22.0%, TCR activator -3.1%, KCNH2 WT inh -4.0, KCNH2 3.1 block 8.6, TRPV1 agonist inconclusive, Mito fusion act -2.5%, TSHR antagonist -8.4, USP2a block -2.6%, ELG1 repair inh -0.2% and AT treatment 5.5%.
Screening CCOC(=O)C1CCCN(C(=O)c2ccc(S(=O)(=O)Nc3ccccc3OC)cc2)C1 (centres undefined) returned Eya2 inh 6.3%, KCNH2 WT inh 6.9, KCNH2 3.1 block 5.9, TRPV1 agonist 0.1, Mito fusion act -2.3%, TSHR antagonist -5.3, USP2a block 3.7%, ELG1 repair inh -2.2% and AT treatment -6.2%.
For CC(N=C1NS(=O)(=O)c2ccccc21)C(=O)NCc1ccncc1 (centres undefined) the results were Eya2 inh -39.6%, TCR activator 3.6%, KCNH2 WT inh -7.1, KCNH2 3.1 block 13.4, TRPV1 agonist -1.2, Mito fusion act -7.8%, TSHR antagonist -1.2, USP2a block 0.1%, ELG1 repair inh -1.9% and AT treatment 0.2%.
`CC(=O)Nc1cccc(NC(=O)CSc2nnc3ccc(-c4cccnc4)nn23)c1` gave Eya2 inh -21.3%, TCR activator -5.9%, KCNH2 WT inh 2.0, KCNH2 3.1 block -27.2, TRPV1 agonist -5.8, Mito fusion act 10.9%, TSHR antagonist 58.5, USP2a block 2.9%, ELG1 repair inh 16.3% and AT treatment 5.0%.
`N#Cc1ccsc1NC(=O)COC(=O)c1cc(Br)ccc1O` gave Eya2 inh -4.2%, TCR activator -0.6%, KCNH2 WT inh -0.1, KCNH2 3.1 block 15.5, TRPV1 agonist 0.8, Mito fusion act -0.5%, TSHR antagonist -10.6, USP2a block -0.7%, ELG1 repair inh inconclusive and AT treatment 2.1%.
